Source: PubChem BioAssay
EBV LMP1 NFkB: reduces LMP1-driven NF-kappaB luciferase signal | 350,000 tested, 0.69% active | LMP1-induced NF-kappaB luciferase reporter cells, luminescence | inhibition, % at 12.5 µM | AID 504558; in the data active = inhibition above about 41%;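 also: 0% = neutral control wells and 100% = reference inhibitor control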
TRAIL sens C8: caspase-8 TRAIL sensitization. NB7+C8 cells + TRAIL, ATPlite viability luminescence. inhibition (viability loss, TRAIL sensitization), % at 10 µM. 360,000 tested, 1% active. AID 624354;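 active = compounds causing at least 50% loss of cell viability in the single-dose screen, relative to plate controls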
LRH-1 inv ag: suppresses constitutive activity of human LRH-1. O00482. HEK293T StAR-luciferase reporter, LRH-1 transfected, 24 h. inhibition, % at 3.6 µM. 360,000 tested, 0.13% active;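 active = inhibition above the mean inhibition of all tested compounds plus 3 SD, cut at about 73% in these data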;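 also: 0% = DMSO wells and 100% = reporter-only cells lacking LRH-1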
SRC2 inh: inhibits human steroid receptor coactivator 2; Q15596; HEK293 GAL4-SRC2 luciferase reporter, luminescence; inhibition, % at 9 µM; 370,000 tested, 0.17% active; AID 651957;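 active = inhibition above the mean inhibition of all tested compounds plus 3 SD, set per campaign, cut at about 52% in these data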;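 also: 0% = DMSO treated cells and 100% = cells given Gossypol at 36 µM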
TROY NFkB inh: inhibitors of TROY-dependent NF-kB signaling; 360,000 tested, 0.98% active; inhibition, % at 10 µM; Q293 LMP1-TROYcd NF-kB luciferase reporter, 4 h; AID 1347056;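 active = compounds whose plate-normalised and pattern-corrected inhibition of the luciferase reporter signal at the single screening dose is 50% or more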
NCOA1 inh: inhibitors of human steroid receptor coactivator 1 (SRC1); Q15788; HEK293 GAL4-SRC1 luciferase reporter, luminescence; inhibition, % at 3.6 µM; 360,000 tested, 0.12% active;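 active = inhibition above the campaign mean plus 3 SD, with each screening campaign given its own cutoff, cut at about 60% in these data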;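 also: 0% = DMSO treated cells and 100% = gossypol at 36 µM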
NOD2 RIPK2 PPI: NOD2-RIPK2 protein interaction inhibition; O43353; CHO BLA complementation NOD2-RIPK2, CCF4 ratio; inhibition, % at 4.98 µM; 360,000 tested, 0.38% active; AID 624267; in the data active = inhibition above about 21%;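 also: 0% = vehicle only and 100% = reference blocker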
NCOA3 inh: human NCOA3 inhibition; Q9Y6Q9; HEK293 GAL4-SRC3 luciferase reporter, luminescence; inhibition, % at 3.6 µM; 360,000 tested, 0.17% active; AID 588352;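 active = inhibition above a per-campaign cutoff, the mean of all compounds plus 3 SD, cut at about 60% in these data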;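 also: 0% = DMSO-treated cells and 100% = gossypol-treated cells at 36 µM; higher means less SRC3-driven luciferase light from the GAL4 reporter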
COUP-TFII inh: inhibitors of human COUP-TFII (NR2F2). HEK293T NGFI-A luciferase reporter, luminescence. inhibition, % at 8.6 µM. 370,000 tested, 0.7% active. AID 686940;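 active = inhibition above a per-plate cutoff, mean inhibition of test wells between control levels plus 3 SD, cut at about 38% in these data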;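 also: cells cotransfected with COUP-TFII expression vector driving the NGFI-A reporter; 0% = median of COUP-TF2 test wells and 100% = reporter-only cells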
TWEAK-Fn14 inh: blocks TWEAK-Fn14 interaction in a reporter cell assay; TWEAK-stimulated Fn14 reporter cells, luciferase luminescence, 8 h; inhibition, % at 10 µM; 360,000 tested, 2% active; AID 1159606; in the data active = inhibition above about 50%
TLR9-MyD88 block: blocks human TLR9 binding to MyD88; Q9NR96+Q99836; CHO BLA complementation TLR9-MyD88, CCF4 FRET ratio; inhibition, % at 4.98 µM; 340,000 tested, 0.21% active;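 active = inhibition above the mean over all tested compounds plus 3 SD, cut at about 21% in these data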;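 also: 0% = DMSO only wells and 100% = clavulanate BLA inhibitor control wells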
Starred values were filed as active, the others as inactive; . = not tested or not shown. This is a subset; rates above refer to the full screens.

SMILES | EBV LMP1 NFkB | TRAIL sens C8 | LRH-1 inv ag | SRC2 inh | TROY NFkB inh | NCOA1 inh | NOD2 RIPK2 PPI | NCOA3 inh | COUP-TFII inh | TWEAK-Fn14 inh | TLR9-MyD88 block
O=C(c1ccc(OC2CCN(CCc3ccccc3)CC2)cc1)N1CCC(CO)CC1 | 2 | 3 | 0 | 5 | -15 | -8 | -14 | 12 | 13 | -12 | -9
Cc1cc([N+](=O)[O-])nn1CCCC(=O)Nc1cc(Oc2ccccc2)cc([N+](=O)[O-])c1 | 4 | 1 | 21 | -1 | 37 | -4 | 0 | -11 | 0 | 35 | -5
Cc1ccccc1OCCCCn1c(CO)nc2ccccc21 | -11 | 7 | -5 | 19 | 16 | 7 | 4 | 24 | 12 | -16 | 3
N#CCC(=O)N1CCN(C(c2ccccc2)c2ccccc2)CC1 | . | -7 | -10 | 0 | -5 | -6 | 7 | 14 | -3 | 17 | .
Cc1nc2c(-c3ccccc3)c(C)nn2c(C)c1CC(=O)O | -6 | -9 | -10 | -11 | -23 | -10 | -2 | -7 | -5 | -5 | 6
O=c1c2oc3nc4c(cc3c2ncn1CCCc1ccccc1)CCCC4 | -5 | 22 | -31 | -37 | -57 | -39 | -6 | -12 | -19 | -26 | -1
CCSC1=NC(C)(C)C=C(C)N1 | 4 | -12 | -8 | -2 | -2 | -5 | 0 | 12 | -1 | 8 | -5
O=C(Nc1ccc(Cl)c(Cl)c1)N1CC=CCC1 | -23 | 1 | -129 | -35 | -23 | -123 | -6 | -108 | -18 | -36 | -19
CC(/C=N/NC(=O)COc1ccccc1C)=N\NC(=O)COc1ccccc1C | 2 | 1 | 2 | -35 | 6 | 20 | -8 | 16 | -1 | 2 | -3
Cc1ccc(C)c(NC(=O)CN(C)C(=O)/C=C/c2ccco2)c1 | 2 | 1 | -10 | 0 | 10 | -16 | -2 | 5 | 16 | 10 | -11
O=S(=O)(c1ccc(Cl)cc1)N1CCCC1c1nc(-c2cccc(Cl)c2)no1 (centres undefined) | 4 | 10 | -7 | -10 | 3 | -12 | -11 | 2 | -9 | 19 | -1
COC(=O)c1ccc(C(=O)NCCCCO)cc1 | 6 | -3 | -1 | 9 | -1 | -4 | -5 | -11 | -4 | -8 | 5
CC(N)c1csc(Nc2ccc(C(=O)NCCCO)cn2)n1 (centres undefined) | . | -18 | -10 | -12 | 2 | -14 | -6 | -12 | 1 | -2 | .
CCCCCCn1c(=O)c(C(=O)N/N=C/c2cccc(F)c2)c(O)c2ccccc21 | -17 | 23 | 2 | -4 | -14 | 1 | 3 | -3 | 19 | 27 | 10
CS(=O)(=O)N(CC(=O)N1CCCCC1)c1cccc(F)c1 | -2 | 1 | 10 | 12 | 1 | -4 | -5 | 14 | 16 | -5 | -1
N#Cc1ccc(C(c2nnnn2Cc2ccccc2)N2CCCC2)cc1 (centres undefined) | -6 | 2 | 6 | 7 | -2 | 3 | 4 | -8 | -3 | -16 | -5
COc1cccc(OC)c1C(=O)N1CCN(Cc2ccc3c(c2)OCO3)CC1 | 7 | -20 | 4 | -14 | 3 | -18 | 5 | 11 | 6 | 8 | -4
O=C(COc1cc(Cl)c(Cl)cc1Cl)Nc1ccncc1 | 10 | 8 | 11 | -15 | -9 | -4 | -13 | -5 | -28 | -3 | 0
CCC1S/C(=N/N=C/c2ccco2)N(Cc2ccc(F)cc2)C1=O (centres undefined) | . | 13 | -3 | 10 | 8 | 8 | 0 | 4 | -16 | 1 | .
Cc1cccc(N(CC(=O)NCc2ccc3c(c2)OCO3)C(=O)CCC(=O)Nc2ccccn2)c1 | -23 | -5 | 11 | -5 | -12 | 0 | -1 | 16 | 19 | -10 | 3
CC(C)CCN(C)c1ccc(/C=N/n2cnnc2)cc1 | -7 | -7 | 34 | -22 | -4 | -6 | 1 | -8 | -7 | -8 | 1
O=C(Nc1ccc2c(c1)OCO2)c1ccc(CN2CCOCC2)cc1 | -6 | 23 | -28 | -46 | -23 | -43 | -7 | -40 | -20 | -9 | -1
CCCCn1nnnc1C(CCc1ccccc1)N1CCN(C/C=C/c2ccccc2)CC1 (centres undefined) | . | 1 | 27 | 13 | 18 | 19 | -11 | 19 | 21 | -21 | .
O=C(NCc1ccccc1)C(c1ccco1)N(C(=O)c1csnn1)C1CC1 (centres undefined) | -1 | -14 | -8 | -13 | 3 | 7 | -10 | -20 | 4 | 11 | 5
CCOc1cc(/C=N/NC(=O)CN2CCCCC2)ccc1O | -3 | -8 | 18 | 12 | -7 | 2 | -12 | 7 | -1 | 1 | -7

Next section; it opens with the 2 that closed the last part.
SMILES | EBV LMP1 NFkB | TRAIL sens C8 | LRH-1 inv ag | SRC2 inh | TROY NFkB inh | NCOA1 inh | NOD2 RIPK2 PPI | NCOA3 inh | COUP-TFII inh | TWEAK-Fn14 inh | TLR9-MyD88 block
O=C(NCc1ccccc1)C(c1ccco1)N(C(=O)c1csnn1)C1CC1 (centres undefined) | -1 | -14 | -8 | -13 | 3 | 7 | -10 | -20 | 4 | 11 | 5
CCOc1cc(/C=N/NC(=O)CN2CCCCC2)ccc1O | -3 | -8 | 18 | 12 | -7 | 2 | -12 | 7 | -1 | 1 | -7
O=C(N/N=C/c1cc([N+](=O)[O-])ccc1O)C1CCCCC1 | 11 | 4 | -10 | 1 | -2 | 16 | -3 | 18 | 13 | -16 | 2
COc1ccc(NS(=O)(=O)c2cccc(C(=O)O)c2)cc1S(=O)(=O)N1CCOCC1 | -3 | -7 | -3 | 26 | -22 | -6 | 0 | 9 | -29 | 17 | -5
COc1ccc(OC)c(CCNC(=O)c2ccc(CS(=O)(=O)c3ccc(Br)cc3)o2)c1 | -4 | -2 | 0 | 9 | -6 | -5 | -7 | 3 | 7 | 0 | -8
CCO[C@H]1OC(C(=O)N2CCCCCCC2)=C[C@@H](C)[C@@H]1CCCO | -4 | -14 | -8 | -13 | -4 | 4 | -1 | 13 | 3 | 0 | -9
CC1CC(C)(C)CC2(C1)NC(=O)N(CC(=O)OCC(=O)Nc1cc(S(=O)(=O)N3CCCCC3)ccc1Cl)C2=O (centres undefined) | 1 | -8 | 0 | -12 | 8 | -11 | -4 | 9 | -14 | -7 | -15
O=C1CC(Sc2nnc(-c3ccccc3)o2)C(=O)N1c1ccccc1 (centres undefined) | -5 | -2 | 2 | -3 | -9 | 14 | 4 | 12 | -7 | 2 | -5
Cc1cc(-n2c(C)cc(C(=O)CSc3nncn3C)c2C)no1 | -4 | -9 | -5 | -15 | 1 | -56 | -5 | -18 | -9 | -27 | 0
COCCn1c(SCc2nc(N)nc(Nc3ccccc3C)n2)nc2ccccc2c1=O | -1 | -1 | 2 | . | 3 | -13 | -12 | 1 | . | -3 | -4
COc1ccc2cc(OC)c(C(=O)N3CCOCC3)cc2c1 | 11 | -17 | -11 | -18 | 14 | 3 | -2 | 1 | 6 | -12 | -9
Cc1cc(F)ccc1S(=O)(=O)N(CC(=O)N1CCOCC1)CC(=O)N1CCOCC1 | -2 | -1 | 5 | -5 | 6 | -7 | -1 | -9 | -22 | 2 | -6
CCCCN(C)C(=O)c1cc2c(Cl)nc3ccccc3c2s1 | 6 | 0 | 3 | 12 | -16 | -49 | -11 | 4 | -6 | -13 | -21
CN1C(=O)[C@H]2[C@@H](c3ccc(C(F)(F)F)cc3)N[C@]3(CCCN(CC4CCCCC4)C3=O)[C@H]2C1=O | -4 | -12 | -13 | 19 | -5 | -32 | -3 | -4 | -13 | 11 | -4
CCN(CC)CCNC(=O)c1ccc(NC(=O)/C=C/c2cc(OC)c(OC)c(OC)c2)cc1 | -4 | 4 | 7 | -18 | -14 | -25 | -3 | 8 | -26 | -8 | 2
Cc1ccc(S(C)(=O)=O)cc1C(=O)OCC(=O)N(Cc1ccccc1)Cc1ccccc1 | 8 | 0 | 10 | -13 | 20 | 3 | 1 | 12 | 8 | 18 | -12
NS(=O)(=O)c1ccc(NC(=O)CCCCC(=O)Nc2ccc(S(N)(=O)=O)cc2)cc1 | 5 | -5 | 3 | 26 | 2 | 29 | 2 | -14 | 3 | -5 | -1
CSCC[C@H](NC(=O)Cc1c(C)c2cc3c4c(oc3cc2oc1=O)CCCC4)C(=O)O | 2 | 4 | 4 | -4 | 11 | 15 | -7 | -25 | -6 | 1 | 4
Cc1nnc(SCC(=O)Nc2nsc(-c3ccc(Cl)cc3)n2)s1 | 6 | -6 | -19 | -29 | -27 | -19 | 5 | -3 | -18 | -16 | 1
CC(O)CNc1cnccn1 (centres undefined) | 2 | 0 | 16 | 8 | -2 | -16 | -1 | 13 | 10 | 34 | -2
Cc1ccc2nc(-c3ccncc3)cc(C(=O)NCc3ccccc3F)c2c1 | -5 | -6 | 17 | 15 | -40 | -2 | 3 | 6 | -4 | -1 | -10
Cc1ccc(S(=O)(=O)NCCC(=O)NC2CCCCCC2)cc1 | 1 | -4 | 3 | 3 | 4 | 4 | 1 | 8 | -13 | 0 | 0
CCOn1c(=O)c(C)[n+]([O-])c2ccccc21 | -5 | -1 | 11 | 17 | . | -12 | 1 | 7 | 6 | 85* | -8
COc1ccc(NC(=O)CSc2nnc3ccc(-c4cccnc4)nn23)c(OC)c1 | -2 | 12 | 34 | 4 | -18 | 1 | 2 | -4 | -26 | 2 | -5
O=C(NC(C(=O)O)c1ccccc1)c1ccc(S(=O)(=O)N2CCOCC2)cc1 (centres undefined) | 6 | -4 | 0 | -10 | -3 | 1 | -14 | 8 | 8 | 9 | 11
OC(c1ccccc1)c1nc2ccccc2[nH]1 (centres undefined) | 5 | -3 | 0 | -13 | -27 | 3 | -6 | -13 | -3 | 4 | -8
COc1ccccc1Nc1nc(N)nc(CN2CCN(Cc3ccc4c(c3)OCO4)CC2)n1 | 1 | -2 | 6 | -27 | -9 | 14 | -4 | 7 | -14 | -9 | -1
SMILES | EBV LMP1 NFkB | TRAIL sens C8 | LRH-1 inv ag | SRC2 inh | TROY NFkB inh | NCOA1 inh | NOD2 RIPK2 PPI | NCOA3 inh | COUP-TFII inh | TWEAK-Fn14 inh | TLR9-MyD88 block
O=C(CCC(=O)N1CCOCC1)c1ccc(F)cc1 | -5 | -1 | -12 | -20 | -23 | -27 | -10 | -14 | 0 | 2 | -3
CC(CC(=O)Nc1ccc2c(c1)c(=O)n(C)n2Cc1ccc(Cl)cc1)C(F)(F)F (centres undefined) | . | -23 | -17 | 1 | -5 | -9 | -5 | -10 | 9 | 0 | .
CCc1c(C)nc2c(OC)cccc2c1SCCC(=O)O | 4 | -3 | 14 | -9 | 12 | -4 | -1 | 13 | -5 | -10 | 11
C/C(=N\NC(=O)Nc1ccccc1)c1ccc2ccccc2c1 | 1 | 1 | -58 | 15 | -33 | -4 | -4 | -10 | -12 | -10 | -5
CC(=O)Oc1cccc(N2C(=O)C3C4C=CC(CC4)C3C2=O)c1 (centres undefined) | 5 | 21 | 5 | 1 | -12 | 14 | -5 | -16 | 7 | 14 | 4
Cc1ccccc1-c1cnc(C(O)c2c(C)ccc3ccccc23)[nH]1 (centres undefined) | . | -2 | 25 | -3 | -13 | 8 | -18 | 1 | -4 | 26 | .
Cc1ccc(C(=O)NNC(=O)C2CCN(S(=O)(=O)c3ccc(Cl)cc3)CC2)cc1 | -3 | 9 | 7 | -3 | 9 | 9 | 0 | 14 | 8 | -10 | 3
CC1=[N+]([O-])C(C)(C)CC(C)(C)c2ccccc21 | 1 | -11 | -6 | -22 | 0 | 3 | -5 | 34 | 5 | -16 | -4
